# Lipid storage S3: qHTS Assay for Lipid Storage Modulators in Drosophila S3 Cells | Drosophila S3 cells, BODIPY lipid droplet fluorescence, 18-24 h; cells fed with added oleic acid | lipid storage change, negative = inhibition, % at the top dose, mostly 46.1 µM; hits show Potency in µM | 320,000 tested, 0.64% active; active = well fitted inhibition curve with a large enough effect in the signal ratio, with a control signal flat, not every such curve was filed as active; inconclusive = small, poorly fitted or top-dose-only effect, or effect the other way, or a change in a side signal; the % refers to the signal ratio
#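 Drosophila S3 cells loaded with oleic acid (400 uM, as added) and compounds at several concentrations; lipid droplets imaged by 488-nm laser-scanning cytometry, 500–530 nm intensity and object ratio to cell channel. Percent activity normalized to 20 uM Triacsin C.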
# Lipid storage S3 cell count max: recorded beside Lipid storage S3, whose call it bears; cell number change, %; measured here: cell count max response;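 cells counted by Cell Tracker Red CMTPX staining in the red channel; peak over a dose series mostly up to 46.1 µM; percent activity relative to internal control wells on each plate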
# * hit, by the source's call; i = inactive; ? = inconclusive; / = no result given. % is scaled to controls: 0 for no effect and ±100 for the full control effect; potency is read from the fitted curve at half-maximal effect. The list is partial. The share of hits here may be higher or lower than overall.
# Preview:
SMILES,Lipid storage S3,Lipid storage S3 cell count max
Cc1nc2nc(C)c(CCC(=O)N3CCC4(CC3)OCCO4)c(C)n2n1,?,/
COc1ccccc1NC(=O)c1cn(CCC#N)nc1-c1ccc(F)cc1,?,/
Cc1cccn2c(=O)c3cc(C(=O)N4CCC5(CC4)OCCO5)n(C)c3nc12,15%,-15
O=C1N(c2ccc(Cl)cc2)C(c2cccnc2)N2CCCN12 (centres undefined),-9%,1

# This part in full, repeating the preview:
SMILES,Lipid storage S3,Lipid storage S3 cell count max
Cc1nc2nc(C)c(CCC(=O)N3CCC4(CC3)OCCO4)c(C)n2n1,?,/
COc1ccccc1NC(=O)c1cn(CCC#N)nc1-c1ccc(F)cc1,?,/
Cc1cccn2c(=O)c3cc(C(=O)N4CCC5(CC4)OCCO5)n(C)c3nc12,15%,-15
O=C1N(c2ccc(Cl)cc2)C(c2cccnc2)N2CCCN12 (centres undefined),-9%,1
COc1ccc(C(=O)C(C)(C)NO)cc1,3.3µM*,-1.5*
Cc1cc(=O)[nH]c(CCl)n1,?,/
COc1ccc(OC)c(N2Cc3ccccc3C2=N)c1,6%,10
CCOC(=O)c1ccc(N2C(=O)CC(N3CC=C(c4ccc(F)cc4)CC3)C2=O)cc1 (centres undefined),i,/
COC(=O)C1C2c3ccccc3OC1(C)N=c1s/c(=C/c3cnn(C)c3)c(=O)n12 (centres undefined),?,/
COc1cc2c3cc1Oc1cc(ccc1O)C[C@@H]1c4c(cc(OC)c(O)c4Oc4ccc(cc4)C[C@H]3N(C)CC2)CCN1C,-7%,6
CN1C(=O)N(C)C(=O)C2(Cc3cc(NC(=O)c4ccccc4)ccc3N3CCCC32)C1=O (centres undefined),?,/
C[C@]12CCC(=O)C[C@H]1CC[C@@H]1[C@@H]2CC[C@]2(C)[C@@H](O)CC[C@@H]12,?,/
Cc1cccc(NP(=O)(Oc2ccccc2F)Oc2ccccc2F)c1C,i,-11
COC(=O)c1cn(C(=O)c2cccc3ccccc23)c2ccccc12,?,/
Clc1ccccc1CN1CCN(c2cccc3[nH]ccc23)CC1,?,/
Cc1ccccc1NC1=NCCCS1,?,/
Cc1nc2ccccc2c(=O)n1-c1ccc([N+](=O)[O-])cc1,?,/
CCCOC(=O)Nc1ccc([As](=O)(O)O)cc1NC(=O)OCCC,?,/
CN1C(=O)N(C)C(=O)C2(Cc3cc(N)ccc3N3CCN(c4ccccc4F)CC32)C1=O (centres undefined),?,/
CCOC(=O)Cn1c(=O)oc2cc(S(=O)(=O)N(C)Cc3ccco3)ccc21,?,/
COc1cccc(C(=O)C2CCCN(Cc3cccc4c3OCO4)C2)c1 (centres undefined),?,/
OCC(Br)CBr (centres undefined),?,/
Cn1c(O)c(C=NCCCC(=O)O)c(=O)n(C)c1=O,-8%,-2
COc1ccc(N=Cc2c(O)n(Cc3cccs3)c(=O)[nH]c2=O)cc1,21%,0
CCCCOC(=O)C1=C(N)OC2=C(C(=O)CC(C)(C)C2)[C@]12C(=O)N(C)c1ccccc12,i,-14

# Among those listed so far, these contain an NH in an aromatic ring:
SMILES,Lipid storage S3,Lipid storage S3 cell count max
Cc1cc(=O)[nH]c(CCl)n1,?,/
Clc1ccccc1CN1CCN(c2cccc3[nH]ccc23)CC1,?,/
COc1ccc(N=Cc2c(O)n(Cc3cccs3)c(=O)[nH]c2=O)cc1,21%,0

# More compounds follow:
SMILES,Lipid storage S3,Lipid storage S3 cell count max
CN(C)C(=O)Oc1cc(=O)n2c3c(cccc13)CCC2,?,/
O=C(COC(=O)Cc1ccccc1)Nc1ccc(Cl)cn1,?,/
CC(=O)NCCc1c[nH]c2ccccc12,26%,12
C[N+]1(C)C2CCC1CC(OC(=O)c1ccco1)C2 (centres undefined),?,/
CC[N+](CC)(CC)CC,-5%,-17
Cn1c(O)c(C=NC2C(=O)C3(C)CCC2C3(C)C)c(=O)n(C)c1=O (centres undefined),?,/
C[N+]1(C)CCN(c2ccccc2)CC1,-3%,-13
c1cc2c(cc1CCNC1CCCCCC1)OCO2,0%,5
C=CCc1cc(OC)c2c(c1)OCO2,9%,3
CC(=O)Nc1ccc(CC(=O)N2CCN(Cc3ccccc3)CC2)cc1,?,/
COc1ccc(N=C2SCCCN2C)cc1,2%,6
CN1C(=O)C(=Cc2ccc(OCC(=O)Nc3ccccc3)cc2)C(=O)N(C)C1=O,4%,14
CCc1cc(=O)[nH]c(SCCCF)n1,8%,24
CN(C)CC1CSCCC1(O)c1ccccc1 (centres undefined),0%,26
C=CCn1c(O)c(C(CC)=NCC2CCCO2)c(=O)[nH]c1=O (centres undefined),-3%,-1
CSc1nnc(C2CCNCC2)n1C,13%,7
CC(=NCc1ccco1)c1c(O)n(-c2ccc(C)cc2)c(=O)[nH]c1=O,1%,0
COC(=O)C1=C(c2cccc(OCc3ccccc3)c2)C[C@@H]2CC[C@H]1N2C(=O)NCc1ccccc1C(F)(F)F,?,/
CC(=O)Nc1ccc(OC(=O)N(C)c2ccc(C)cc2)cc1,?,/
CC(O)(CS(=O)(=O)c1cccc(C(F)(F)F)c1)C(=O)Nc1cccc(C(F)(F)F)c1 (centres undefined),-6%,7
CCN(CC(=O)Nc1ccc(C#N)c(Cl)c1)CC(=O)NC1CCS(=O)(=O)C1 (centres undefined),i,/
COc1ccccc1N1CCN(Cc2ccc(Cl)cc2Cl)CC1,?,/
COc1ccccc1OCCCn1cc(C=O)c2ccccc21,-5%,6
Cc1ccc(OCC(=O)NCCN2CCN(C(=O)COc3ccc(C)cc3)CC2)cc1,4%,1
CCCCn1c(O)c(/C=C/C=Nc2ccccc2)c(=O)[nH]c1=O,?,/
# (more compounds)
SMILES,Lipid storage S3,Lipid storage S3 cell count max
O=C1C2CCN(CC2)C1Cc1ccc(OCc2ccccc2)cc1 (centres undefined),?,/
Fc1ccc(CNCCc2ccccc2)cc1,?,/
CCOC(=O)Cn1c(=O)oc2cc(S(=O)(=O)NCC3CCCO3)ccc21 (centres undefined),?,/
c1ccc2c(c1)Sc1ccccc1N2CC1CN2CCC1CC2 (centres undefined),-10%,-14
COc1cc(OC)c(OC)cc1CNC(C)C(O)c1ccccc1 (centres undefined),?,/
CSc1nnc([C@@H](N)Cc2c[nH]c3ccccc23)o1,-7%,0
COc1ccc(C(CNC(=O)Cc2ccc(Cl)c(Cl)c2)N(C)C)cc1 (centres undefined),-13%,5
COc1ccc(C(=O)OC2CC3CCC(C2)[N+]3(C)[O-])cc1OC (centres undefined),?,/
Cc1ccccc1-n1c(/C=C/c2ccccn2)nc2ccccc2c1=O,21%,16
O=C(c1cccc(Cl)c1)C1CCCN(Cc2ccon2)C1 (centres undefined),26%,11
COc1cccc(C2(O)CCSCC2CN(C)C)c1 (centres undefined),?,/
c1ccc2c(CCNCc3ccc4c(c3)OCO4)c[nH]c2c1,?,/
CCOP(=O)(OCC)C(c1ccccc1)N(C)C=O (centres undefined),1%,8
CCN(CCNc1ccc([N+](=O)[O-])c2cccnc12)S(=O)(=O)c1ccccc1,8%,11
CCCCn1c(O)c(C(C)=NCCN2CCOCC2)c(=O)[nH]c1=O,i,-3
CN1CC[C@]2(c3cccc(O)c3)Cc3nc4ccccc4cc3C[C@H]2C1,-3%,-7
O=C1NC(=O)C(=Cc2ccc(-c3ccc(Cl)cc3)o2)C(=O)N1,?,/
Cc1cc(NC(=O)CCl)on1,2%,7
COc1ccc(-c2nn(CCC#N)cc2C(=O)NCc2ccccc2)cc1[N+](=O)[O-],-2%,-4
CC(=NCCN(C)C)c1c(O)n(Cc2ccccc2)c(=O)[nH]c1=O,-6%,3
O=C1NCN(c2ccccc2)C12CCNCC2,6%,5
O=[N+]([O-])c1ccc(-[n+]2c(-c3ccccc3)cc(-c3ccccc3)cc2-c2ccccc2)cc1,?,/
CCCCC1(CCCC)C(=O)NC(=Nc2cccc(C)c2)NC1=O,?,/
C=Cn1ccnc1P(=S)(c1cc(N(CC)CC)ns1)c1nccn1C=C,2%,9
COc1ccc(C(=O)C2CCCN(Cc3ccsc3)C2)cc1OC (centres undefined),2%,-3

# Single entries from above.
# c1ccc2c(c1)Sc1ccccc1N2CC1CN2CCC1CC2 (centres undefined) | Lipid storage S3 = -10%
# Cn1c(O)c(C=NCCCC(=O)O)c(=O)n(C)c1=O | Lipid storage S3 cell count max = -2

# Continued:
SMILES,Lipid storage S3,Lipid storage S3 cell count max
COC(=O)C1=C(c2cccc(C#N)c2)C[C@@H]2CC[C@H]1N2C(=O)N1CCC(C)CC1,?,/
CC1CCC(C(=O)NC(C(=O)N2CCC3(CC2)OCCO3)C(C)C)CC1 (centres undefined),i,/
CC(C)(C)n1cc(C(=O)c2ccc3ccccc3c2O)cn1,?,/
O=[N+]([O-])c1ccc(NCc2ccc(Cl)cc2)c2ccncc12,?,/
O=C(c1sc2ccccc2c1Cl)N1CCC2(CC1)OCCO2,i,/
CCCCc1nc2ccccc2c(=O)n1-c1ccccc1O,-5%,-10
Cc1nn(Cc2ccccc2)c(Cl)c1C(=O)OCC(=O)NCC1CCCO1 (centres undefined),?,/
CC(C)OP(=O)(OC(C)C)C(O)c1cccnc1 (centres undefined),?,/
Cc1ccc(NC(=O)CN2C(=O)CN=C(c3ccccc3)c3cc(Cl)ccc32)cc1,?,/
C[C@]12CC[C@@H](O)C[C@@H]1CC[C@@H]1[C@@H]2CC[C@]2(C)[C@@H](O)CC[C@@H]12,-12%,-19
CC(C)CCNC(=O)c1c(N)n(Cc2ccc3c(c2)OCO3)c2nc3ccccc3nc12,?,/
CN1C(=O)N(C)C(=O)C2(Cc3cc([N+](=O)[O-])ccc3N(C)C2)C1=O,?,/
CCOc1cc2c(cc1OCC)-n1cccc1C(c1c(O)cccc1OC)NC2 (centres undefined),?,/
CCOC(=O)N1CCN(C(C)C(=O)c2c[nH]c3ccccc23)CC1 (centres undefined),?,/
Clc1cccc(Cl)c1Cl,?,/
Cc1cc(C)c(-n2c(O)c(/C=N/N3CCCCC3c3cccnc3)c(=O)[nH]c2=O)c(C)c1 (centres undefined),10%,17
O=C1N(c2nncs2)CCN1[N+](=O)[O-],-4%,-1
CCn1cc(/C=c2/sc3n(c2=O)C2c4ccccc4OC(C)(N=3)C2C(=O)OC)c(C)n1 (centres undefined),9%,9
CCOP(=O)(OCC)c1cccc(O)c1,?,/
CCc1nnc(NC(=O)CCc2nc(C3=CCN(C)CC3)no2)s1,10%,0
CN(C)c1ccc(CCN2CCOCC2)cc1,?,/
COc1ccc(CCNC(=O)COC(=O)Cc2ccccc2)cc1,-2%,/
Cc1cccc(NC(=O)COC(=O)c2cc(C)n(C3CC3)c2C)c1,?,/
CC(C)COC(=O)n1c(=O)oc2cc(S(=O)(=O)N3CCCCC3)ccc21,?,/
C/C=C/CC#N,54%,6
# (further entries)
SMILES,Lipid storage S3,Lipid storage S3 cell count max
Cc1nc2ccc(Cl)cn2c1P(=S)(N1CCOCC1)N1CCOCC1,9%,-14
CCOc1cc2c(cc1OCC)-n1cccc1C(c1cc(OC)ccc1F)NC2 (centres undefined),-4%,-16
O=c1[nH]c(O)c(N=Nc2cc(C(F)(F)F)ccc2Cl)c(=O)[nH]1,?,/
CCOc1ccccc1-n1c(O)c(C=Nc2c(C)n(C)n(-c3ccccc3)c2=O)c(=O)[nH]c1=O,10%,1
O=Cc1cn(Cc2ccc(Br)cc2)c2ccccc12,21%,19
CCOc1cccc(CNCCc2c(C)[nH]c3ccc(OC(F)(F)F)cc23)c1O,-20%,-2
C[C@H]1[C@H](OC(=O)CCC(=O)NCc2ccc(C(=O)O)cc2)O[C@@H]2O[C@@]3(C)CC[C@H]4[C@H](C)CC[C@@H]1C24OO3,0%,/
C#CCN(C)[C@H](C)Cc1ccccc1,?,/
O=C(COC(=O)Cc1ccccc1)Nc1cc(S(=O)(=O)N2CCOCC2)ccc1N1CCCC1,?,/
CC(C)OS(C)(=O)=O,8%,8
CC1CCSP(=O)(Oc2ccccc2)O1 (centres undefined),3%,20
N#CCCn1cc(C(=O)Nc2ccc([N+](=O)[O-])cc2)c(-c2ccccc2)n1,23%,19
COc1ccc(-c2cc(=NCCC(=O)O)c3cc(C)ccc3o2)cc1,2%,0
CC12CCCCC1N(O)CN2O (centres undefined),?,/
O=c1c2ccccc2nc(CNCC2CCCO2)n1-c1ccc(F)cc1 (centres undefined),?,/
O=C(C(=O)N1CCOCC1)c1cn(Cc2ccccc2)c2ccccc12,-14%,/
CN1C(=O)C(=Cc2ccc(N3CCCCC3)o2)C(=O)N(C)C1=S,7%,-9
CCOc1ccc(Cc2c(O)[nH]c(=O)[nH]c2=O)cc1,?,/
Cc1ccsc1C(=O)C1CCCN(Cc2ccn[nH]2)C1 (centres undefined),?,/
COc1ccc(CCNCc2c(OC)ccc3ccccc23)cc1,i,-9
COCCNC(=O)c1ccc(N2CC3CC(C2)c2cccc(=O)n2C3)c([N+](=O)[O-])c1 (centres undefined),?,/
O=c1cccc2n1CC1CC2CN(CC(O)CN2CC3CC(C2)c2cccc(=O)n2C3)C1 (centres undefined),27%,/
O=c1[nH]c(=O)n(-c2ccc(F)cc2)c(O)c1/C=C1\C=Nc2ccccc21,?,/
CC(C(=O)c1cn(C)c2ccccc12)c1ccccc1 (centres undefined),?,/
Fc1ccccc1N1CCN(Cc2ccc3c(c2)OCO3)CC1,8%,-28
Cn1c(=O)n(C)c2cc([N+](=O)[O-])c(N3CCNCC3)cc21,5%,11
CCN(CC)P(=O)(c1n(CC)cc[n+]1CC)N(CC)CC,?,/

# Entries shown so far that contain an aryl thioether with sulfur outside any ring (three):
SMILES,Lipid storage S3,Lipid storage S3 cell count max
CCc1cc(=O)[nH]c(SCCCF)n1,8%,24
CSc1nnc(C2CCNCC2)n1C,13%,7
CSc1nnc([C@@H](N)Cc2c[nH]c3ccccc23)o1,-7%,0
